Compound activity as filed in PubChem BioAssay.
P. falciparum M1AAP: P. falciparum M1AAP inhibitors, biochemical, fluorogenic H-Leu-NHMec substrate, 1536-well (AID 1445); Aminopeptidase N (Plasmodium falciparum (isolate 3D7)); recombinant M1AAP, H-Leu-NHMec fluorogenic kinetic assay; higher % means a stronger effect; inhibition, % at 30 µM, or IC50 in µM where a hit was titrated; 0.42% of 220,000 active;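 active = primary inhibition above the hit cutoff, then over 50% inhibition at one or more dose response concentrations, cut at about 23% in these data, passing the limit was not always enough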;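 also: plate controls were DMSO full reaction for no effect and no enzyme background for full effect; strong numbers were not always called active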
M17LAP inhibition: P. falciparum M17LAP inhibitors, primary screen, biochemical, fluorogenic H-Leu-NHMec substrate, 1536-well (AID 1619); Leucine aminopeptidase (Plasmodium falciparum (isolate 3D7)); recombinant M17LAP, H-Leu-NHMec fluorogenic kinetic assay; higher % means a stronger effect; 0.38% of 220,000 active; one-dose inhibition, % at 30 µM; IC50 in µM for titrated hits;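 active = compound inhibiting the enzyme by more than half at any dose during confirmatory dose-response retesting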;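 also: plate controls were full reaction with DMSO carrier for no effect and no enzyme background for full effect; strong numbers were not always called active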
UTI89 phage lysis: inhibition of K1F phage lysis, E. coli UTI89, bacterial capsule biogenesis inhibitors, alamar blue (AID 488966) | one-dose inhibition, % at 100 µM; IC50 in µM for titrated hits | 0.02% of 340,000 active | E. coli UTI89 K1F phage lysis, alamar blue, 2 h; higher % means a stronger effect;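 active = phage lysis inhibition, versus mean bacterial control, above a set limit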;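 also: capsule biogenesis inhibitors block K1F phage lysis so surviving cells raise fluorescence; higher fluorescence means more inhibition of phage lysis; actives were called in the ten point dose series up to 300 µM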
CSM14.1 death rescue: rescue of cells from ER stress-induced death, primary screen, 384-well, CSM14.1, thapsigargin, ATP luminescence (AID 1222); CSM14.1 thapsigargin-induced death rescue, ATP luminescence; higher % means a stronger effect; cellular ATP content (survival), % at 20 µM, or EC50 in µM where a hit was titrated; 190,000 tested, under 10 active;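 active = EC50 below 50 µM in the dose-response confirmation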;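 also: death triggered by thapsigargin at about 15 µM added after 2 h compound pretreatment; cell ATP read after overnight thapsigargin exposure of roughly 18 to 22 hours; normalized against plate controls of thapsigargin alone and 5% DMSO vehicle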
bCat nuc transl: modulators of beta-catenin nuclear translocation, primary screen, imaging, HeLa cells, immunofluorescence, high-content. 0.3% of 190,000 active. AID 1665, 2009. nuclear translocation activity, % at 5 µM;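 active = nuclear translocation activity above 50% at 5 µM, with a well cell count of 50 or more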;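 also: per-cell ratio of nuclear to cytoplasmic median beta-catenin stain intensity; plate controls were DMSO negative control for no effect and GSK-3 inhibitor IX positive control for full effect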
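Signal – beta-catenin immunofluorescence imaging with DAPI · Test system – human HeLa cell line · Dosing – 5 µM primary single dose, 0.1% DMSO, 0.02–20 µM confirmation series · Measure – % activation, nuclear-to-cytoplasmic median beta-catenin signal ratio per cell · Incubation – 24 h compound exposure at 37°C, 5% CO2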
Dynein cargo inh: inhibitors of GR-EGFP nuclear translocation, primary screen, dynein cargo transport inhibitor project, imaging, high-content, 3617.4 mouse cells; test concentration mostly 20 µM; stimulated with dexamethasone, 1 µM; hits give low values; z-score, hits read low; 0.47% of 220,000 active;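 active = plate z-score of nuclear minus cytoplasmic receptor signal below a set negative limit, without overly bright fluorescence or cell loss, cut at about -3.5 in these data, passing the limit was not always enough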;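 also: z-score of nuclear minus cytoplasmic ring GR-EGFP intensity difference per well; some compounds called inactive have numbers as strong as hits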
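medium = tetracycline-free induction medium containing charcoal-stripped FBS | also added = 1.0 µM final dexamethasone stimulus | schedule = 48 h induction, 1 h compound, 30 min dex at 37 °C | technique = fixed, Hoechst-stained cells imaged at 10x for EGFP | measure = GR-EGFP nuclear translocation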
Insulin prom up: insulin promoter activators in MIN6 cells, imaging, high-content screening, mouse beta cells | MIN6 insulin promoter-GFP reporter; hits give high values | z-score at 5 µM | 0.3% of 190,000 active;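 active = z-score above 3 at 5 µM with at least 500 cells counted in the well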
Autophagy mod: autophagy modulators in MEF cells, primary screen, imaging, high-content, MEF GFP-LC3. calls only at 10 µM (by protocol). MEF GFP-LC3 puncta imaging; test concentration mostly 10 µM. 0.98% of 190,000 active. AID 463193, 2010;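 active = percentage of spot-positive cells more than 3 SD above its plate mean, without a fluorescence outlier flag or 80% toxicity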;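 also: spot-positive cell cutoff set from DMSO-treated cells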
MT stabilizer: microtubule stabilizers in HeLa cells, primary screen, imaging, high-content imaging; 0.83% of 200,000 active; AID 2205, 2009; HeLa tubulin immunostaining HCS, 24 h; share of cells brighter than vehicle mean+2SD; % tubulin-high responders, % at 10 µM;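 active = plate Z-score above 3 for both tubulin-high and condensed-nucleus cell shares, with cell loss under 80%, at 10 µM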;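 also: anti alpha tubulin signal scored within the nucleus-defined area of each cell; some results filed as inactive read as strong as hits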
Dynein cargo inh cytoplasmic EGFP: second read-out of Dynein cargo inh, no call of its own (marks repeat the call); z-score; measured here: cytoplasmic GR-EGFP intensity; hits give high values
Dynein cargo inh nuclear GR-EGFP: further read-out of Dynein cargo inh, marked with its call; z-score; measured here: nuclear GR-EGFP intensity;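 lower value marks the stronger effect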
Dynein cargo inh cell count: also measured in Dynein cargo inh; calls as there; z-score; measured here: cell count per field
Insulin prom up cell count: also measured in Insulin prom up; calls as there; cell count; measured here: cytotoxicity, nuclei count;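 total cells summed across four imaged fields per well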
bCat nuc transl cell count 5 µM: second read-out of bCat nuc transl, no call of its own (marks repeat the call); cell count; measured here: cell count, cytotoxicity flag
MT stabilizer Hoechst-high %: recorded beside MT stabilizer, whose call it bears; % Hoechst-high responders; measured here: nuclear condensation Hoechst responders;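 share of cells brighter than vehicle mean plus two SD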
MT stabilizer cytotoxicity %: second read-out of MT stabilizer, no call of its own (marks repeat the call); toxicity, %; measured here: cytotoxicity by cell density;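 0% = mean cell density of plate MIN control wells and 100% = no cells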
Autophagy mod cell loss 18 h: recorded beside Autophagy mod, whose call it bears; toxicity, %; measured here: cell loss, nuclei count;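 cell loss after 18 h compound exposure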
* = called active by the depositor; i = inactive; . = no result given; [ ] = remark or other dose. No enrichment for hits, and some 2.9% of all compounds hit somewhere here.

SMILES	P. falciparum M1AAP	M17LAP inhibition	UTI89 phage lysis	CSM14.1 death rescue	bCat nuc transl	bCat nuc transl cell count 5 µM	Dynein cargo inh	Dynein cargo inh cytoplasmic EGFP	Dynein cargo inh nuclear GR-EGFP	Dynein cargo inh cell count	Insulin prom up	Insulin prom up cell count	Autophagy mod	Autophagy mod cell loss 18 h	MT stabilizer	MT stabilizer Hoechst-high %	MT stabilizer cytotoxicity %
CC(=O)c1cccc(NC(=O)N2CCCC2C(=O)NCCC(C)C)c1 (stereo unspecified)	0%	6%	3.1%	-2.3%	0.9	705	0.19	-0.067	0.47	-1	-1.3	1205	i	8	5.1	3.0	11
Cn1c(=O)c(C(=O)Nc2ncccc2O)c(O)c2ccccc21	19%	6%	-0.5%	-1.8%	-1.9	861	0.65	-0.038	1.1	-0.58	0.39	1139	i	2	4.5	1.6	2.5
C=C1CCC(C)C(C)(CCC2=CCOC2=O)C/C=C\C=C/1C(=O)O (stereo unspecified)	-1%	7%	2.8%	.	0.7	1099	-0.75	-0.72	-0.1	1.9	0.31	888	.	.	.	.	.
COc1cc(-c2cn[nH]c2N)cc(OC)c1OC	-2%	-3%	6.3%	-0.8%	.	.	0.72	0.93	0.9	-1.3	.	.	i	-10	1.5	1.4	9.0
CCN(CC)S(=O)(=O)c1ccc(N2CCOCC2)c(NS(=O)(=O)c2ccc(C)c(C)c2)c1	4%	3%	2.9%	-2.4%	-0.1	1033	-0.1	-0.22	-0.15	-0.028	-0.29	1519	i	-1	4.0	2.3	4.2
C=CCOn1c(=O)c(-c2cc3ccccc3o2)[n+]([O-])c2ccccc21	1%	4%	-0.1%	-1.4%	1.1	1420	-0.2	-0.24	0.27	0.38	0.27	1382	i	-1	2.2	2.1	11
CC(OC(=O)c1ccc(S(=O)(=O)NCc2ccco2)cc1)C(=O)Nc1ccc(Cl)cn1 (stereo unspecified)	10%	14%	-2.8%	0.8%	.	.	-0.72	-0.26	-0.42	0.16	-0.76	1269	i	1	3.3	2.9	4.6
C=CC(=O)Nc1ccc(Br)cc1	2%	-10%	0.0%	2.2%	0.0	1160	0.59	-0.17	0.44	-0.058	-0.43	894	i	-4	1.8	1.9	3.5
Cc1cc(Nc2ccccc2)n(C(=O)c2ccc(Cl)cc2)n1	1%	10%	0.2%	-1.1%	-1.8	1179	-0.26	-0.25	-0.16	0.46	-0.16	1035	i	1	4.4	2.5	4.5
CCCn1c(SCC(=O)NC(C)(C)C)nnc1-c1ccco1	.	.	0.7%	1.3%	2.9	928	-1.6	-0.18	-0.76	5.2	-0.06	1408	i	-11	2.8	1.4	5.9
COCCCNCCOCCOc1c(OC)cccc1OC	-5%	-9%	0.2%	-0.4%	-2.4	898	-0.37	-0.028	0.25	-0.52	0.62	1502	i	7	4.1	2.3	4.8
COc1ccc(NC(=S)N2CCN(CCN3C(=O)c4cccc5cccc(c45)C3=O)CC2)cc1	2%	1%	0.3%	-0.7%	-4.1	1127	0.73	-0.077	1.1	-1.7	-0.04	1478	i	-7	3.0	3.7	8.8
Cc1nc(CNS(=O)(=O)c2ccc3c(c2)CCCC3)cs1	3%	-18%	-2.8%	-0.6%	-0.1	1028	0.34	-0.17	0.43	0.011	0.47	1799	i	-2	4.2	2.4	12
O=C(c1ccccc1F)N1CCN(c2ccc([N+](=O)[O-])c3ncccc23)CC1	2%	1%	2.6%	2.9%	-0.2	920	0.21	-0.22	0.053	-0.32	-0.76	1361	i	10	3.4	1.9	4.5
CSc1nnc(Cn2c(=O)sc3ccccc32)n1-c1ccccc1	-4%	2%	5.8%	-0.6%	-1.8	1155	-0.27	-0.19	-0.13	0.24	-0.26	815	i	-1	2.2	2.6	6.7
CC(=O)c1ccc(Cc2cnc(N)s2)cc1	4%	0%	0.8%	.	0.1	1126	-0.26	-0.24	-0.2	-0.42	0.07	1189	i	-4	1.8	2.3	22
Cc1cc(C)c(NC(=O)CSc2nc3ccc(NC(=O)CSc4nnnn4Cc4ccccc4)cc3s2)c(C)c1	.	.	0.7%	.	.	.	-1.1	0.93	-0.33	0.82	.	.	i	21	3.2	2.1	6.5
O=C(O)c1ccc(/C=C/c2ccc3cccc(O)c3n2)cc1	13µM*	56µM*	-1.1%	2.6%	-1.8	1083	0.51	-0.31	0.28	-0.72	0.34	1353	i	-3	2.5	1.6	0.9
Clc1ccc(OCc2nc(-c3ccc(Br)o3)no2)cc1	11%	-23%	0.4%	-1.3%	.	.	-0.2	0.046	0.21	-0.25	-0.61	975	i	2	5.0	2.1	2.7
Cc1ccccc1N1CCN(Cc2c[nH]c3ccccc23)CC1	-5%	-2%	0.0%	-6.0%	.	.	-0.69	0.42	-0.28	-3.8	-0.52	887	i	7	3.4	1.8	4.9
Cc1cccc(NC(=O)Cn2c(=O)n(CCc3c[nH]c4ccccc34)c(=O)c3cccnc32)c1	1%	-5%	.	0.0%	1.5	529	0.15	-0.14	1.1	-0.93	2.5	1168	i	26	5.3	3.8	7.3
CCc1ccc2oc(-c3cccc(NC(=O)c4cccnc4)c3)nc2c1	-14%	-5%	-0.4%	-5.2%	-1.4	761	-0.41	-0.24	0.17	-0.013	-1	1076	i	16	2.6	2.3	6.5
CN(CCO)c1ncnc2c1sc1nc(N3CCOCC3)c3c(c12)CCC3	8%	0%	0.1%	.	3.4	964	-0.32	-0.2	-0.22	0.55	-1	1162	.	.	.	.	.
CC1CCc2c(sc3nc(CSc4n[nH]c(N)n4)[nH]c(=O)c23)C1 (stereo unspecified)	-11%	10%	-4.7%	-1.8%	.	.	0.26	0.075	0.13	-0.1	0.01	1361	i	1	1.8	2.5	0.6
O=[N+]([O-])c1cccc(/C=C/C=N/Nc2nc(N3CCCCC3)nc(N3CCCCC3)n2)c1	1%	2%	0.7%	.	0.7	1153	1.3	-0.14	0.57	-0.83	0.04	1282	i	9	3.6	1.8	7.2

The results go on.
SMILES	P. falciparum M1AAP	M17LAP inhibition	UTI89 phage lysis	CSM14.1 death rescue	bCat nuc transl	bCat nuc transl cell count 5 µM	Dynein cargo inh	Dynein cargo inh cytoplasmic EGFP	Dynein cargo inh nuclear GR-EGFP	Dynein cargo inh cell count	Insulin prom up	Insulin prom up cell count	Autophagy mod	Autophagy mod cell loss 18 h	MT stabilizer	MT stabilizer Hoechst-high %	MT stabilizer cytotoxicity %
COCCCN=Cc1c(C)[nH]n(-c2ccc(Br)cc2Br)c1=O	13%	5%	.	0.6%	-0.3	1108	0.071	-0.18	0.087	0.44	.	.	i	-38	1.6	1.9	8.3
O=C(NC1CC1)c1sc2cc([N+](=O)[O-])ccc2c1Cl	4%	7%	0.2%	-0.7%	0.3	521	-0.44	-0.2	-0.53	1.2	0.58	1323	i	0	3.4	3.0	2.6
O=C(/C(=C/c1cccc(Cl)c1)c1nc2ccccc2[nH]1)c1ccccc1	7%	0%	-1.0%	-2.0%	0.9	1112	-2	0.079	-1.3	0.3	-0.74	752	i	34	47*	43*	69*
COC(=O)C1=C(N)OC2=C(C(=O)CC(C)(C)C2)C1c1ccccc1OC (stereo unspecified)	-6%	0%	0.2%	0.1%	-1.6	977	1.3	2.3	1	-1.3	-0.88	1345	i	9	2.2	1.1	0.1
COc1ccc(/C=N/NC(=O)CN(Cc2ccccc2)S(=O)(=O)c2ccc3c(c2)OCCO3)cc1	1%	0%	-0.2%[50 µM]	-2.1%	-1.9	1064	0.091	-0.26	0.15	0.053	1.9	1247	i	5	1.2	1.8	14
CC(C)OP(=O)(Nc1cccc2ccccc12)OC(C)C	-5%	-8%	0.1%	-1.8%	-5.7	603	0.63	0.081	0.9	-0.62	-0.08	1271	i	-7	6.1	2.2	8.9
O=c1cc(O)sc2ccccc12	0%	-7%	-0.3%	-3.6%	-0.9	1060	-0.34	-0.12	0.041	0.58	0.18	1546	i	9	4.4	2.8	8.0
COc1ccc(Cc2c[nH]c(=O)[nH]c2=O)cc1	-1%	2%	0.2%	-2.2%	-14	1222	-0.93	0.025	-0.49	0.13	.	.	i	-6	2.5	0.6	7.4
O=c1c2c(-c3cccs3)csc2[nH]c(=S)n1-c1ccccc1	8%	-22%	1.2%	-0.6%	0.5	1338	0.99	-0.19	0.62	-0.48	0.54	1467	i	0	2.4	2.2	11
Cc1ncc([N+](=O)[O-])n1Cc1ccc(F)cc1	2%	25%	-0.7%	-0.7%	3.7	946	-0.96	-0.17	-0.77	1	-0.18	1168	i	14	2.4	1.0	2.4
CCn1c(SCC(=O)N=Nc2c(O)[nH]c3ccccc23)nnc1-c1ccc(C(C)(C)C)cc1	3%	1%	.	-2.8%	-3.8	582	0.4	-0.28	0.2	-0.01	0.41	1457	i	25	2.8	2.0	3.5
c1ccc(-c2nc3nc4ccccc4nc3n2Cc2ccco2)cc1	10%	1%	2.0%	2.7%	1.4	883	-0.85	-0.28	-0.31	0.33	-0.16	1098	i	2	5.5	2.9	6.7
